From PubChem BioAssay
MITF inh: inhibitors of human MITF. O75030. AlphaScreen MITF homodimerization, bead proximity signal. inhibition, % at 2.6 µM. hit rate 0.91% among 650,000; in the data active = inhibition above about 50%;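 also: 0% = vehicle wells with protein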
Target sequence (O75030 whole entry, looked up): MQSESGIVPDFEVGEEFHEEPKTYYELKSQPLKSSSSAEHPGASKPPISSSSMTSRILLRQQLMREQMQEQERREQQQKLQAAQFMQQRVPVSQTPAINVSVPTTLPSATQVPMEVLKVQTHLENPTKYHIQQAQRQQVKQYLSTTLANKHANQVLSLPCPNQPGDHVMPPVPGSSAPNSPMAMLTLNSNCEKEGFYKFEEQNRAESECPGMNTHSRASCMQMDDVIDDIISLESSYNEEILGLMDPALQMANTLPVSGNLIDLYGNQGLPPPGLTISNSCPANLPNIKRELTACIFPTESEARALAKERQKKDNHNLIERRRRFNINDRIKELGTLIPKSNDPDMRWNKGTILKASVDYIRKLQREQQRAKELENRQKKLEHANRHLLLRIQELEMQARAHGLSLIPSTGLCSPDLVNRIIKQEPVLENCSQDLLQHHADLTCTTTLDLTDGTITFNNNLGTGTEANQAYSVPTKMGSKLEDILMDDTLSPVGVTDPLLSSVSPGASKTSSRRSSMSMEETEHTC
GPR151 ag: activators of human GPR151; hit rate 1% among 650,000; PathHunter beta-arrestin GPR151 cells, luminescence; activation, % at 11.2 µM; Q8TDV0; in the data active = activation above about 4.9%;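 also: 0% = median of compound wells and 100% = cells with positive control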
Target sequence (Q8TDV0 whole entry, looked up): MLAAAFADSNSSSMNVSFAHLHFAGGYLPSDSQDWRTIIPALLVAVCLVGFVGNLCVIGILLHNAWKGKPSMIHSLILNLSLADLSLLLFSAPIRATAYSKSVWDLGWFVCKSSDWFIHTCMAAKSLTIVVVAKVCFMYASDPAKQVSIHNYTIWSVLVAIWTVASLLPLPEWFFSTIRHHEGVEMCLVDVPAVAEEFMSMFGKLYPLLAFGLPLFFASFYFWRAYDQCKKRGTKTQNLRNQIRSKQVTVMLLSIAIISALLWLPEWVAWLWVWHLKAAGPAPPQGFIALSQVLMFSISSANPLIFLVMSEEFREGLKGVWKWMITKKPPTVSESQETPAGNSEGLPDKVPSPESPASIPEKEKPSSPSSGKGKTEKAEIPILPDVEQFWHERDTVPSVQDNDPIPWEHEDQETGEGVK
FBW7 activator: human FBW7 E3 ligase activation, primary screen; Q969H0; AlphaScreen FBW7–phospho-cyclin E peptide binding, activator screen; normalized activity (activation), % at 26.1 µM; hit rate 0.13% among 650,000; AID 1259310; in the data active = normalized activity above about 1.9%;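 also: purified mutant Fbw7 with reduced substrate affinity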
TEAD-YAP block: TEAD-YAP interaction inhibition; HEK-TIYL cells, TEAD-Gal4/YAP UAS-luciferase luminescence; inhibition, % at 9.12 µM; hit rate 1.4% among 640,000; in the data active = inhibition above about 32%;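 also: 0% = median of test compound wells and 100% = reference inhibitor wells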
* marks the source's active call; other numbers are inactive results; & = joins results of further samples.

molecule	MITF inh	GPR151 ag	FBW7 activator	TEAD-YAP block
COc1cc(S(=O)(=O)N2CCC(C)CC2)ccc1Cl	-1	-0.9	-0.1	-11
O=c1cc(CN2CCN(Cc3ccc(F)cc3)C(CCO)C2)[nH]c2ccccc12 (centres undefined)	2	0.4	0.0	-1
COc1ccc(/C(N)=N/OC(=O)COc2ccc(Br)cc2C)cc1OC	1	-0.2	-0.1	9
COc1cc(CNc2nccn3c(-c4ccc5ccccc5c4)cnc23)cc(OC)c1OC	7	-0.7	2.0*	-9
O=c1[nH]cc(O)n1-c1cccc2ncccc12	0	0.5	0.1	-2
NC(=O)CN1C(=O)/C(=c2\sc3nc(-c4cccc(Cl)c4)nn3c2=O)c2ccccc21	-2	0.0	-0.1	-3
COc1ccc(C(=O)Oc2ccc(OC(=O)c3ccc(OC)c(OC)c3)c(Cl)c2)cc1OC	-1	-0.7	-0.1	4
Cc1ccc(NC(=O)c2sc3ncn(C)c(=O)c3c2C)cc1F	4	1.2	1.2	-84
CCCCC(=O)Nc1cccc(Cl)c1C	-1	-1.7	0.2	15
O=C(O)/C=C/C(=O)NCc1ccccc1	14	-0.5	0.1	3
Nc1c(C(=O)NCCc2ccc(Cl)cc2)nnn1Cc1ccc(Br)cc1	-1	-0.4	0.0	2
CCCCC(=O)Nc1ccc(NC(=O)c2ccccc2OC)nc1	9	-0.3	0.4	-7
COC(=O)c1cccc(NC(=S)NCCc2ccccc2)c1	-12	0.5	-0.7	-2
Cc1nc2ccc(Cl)cc2c(-c2ccccc2F)c1C(N)=O	5	0.1	0.0	11
Cc1ccc(N2C(=O)CSC2c2cccnc2)cc1Cl (centres undefined)	-2	2.6	-0.4	-2
COc1ccc(-n2c(O)c(/C=C3\C=Nc4ccccc43)c(=O)[nH]c2=S)cc1	5&1	-0.3&-2.0	-0.3&0.4	13&7
CCOC(=O)CCNC(=O)/C=C/c1ccco1	15	-0.5	-0.2	3
O=C(O)c1ccccc1OCc1ccccc1Br	11	-2.3	0.5	-2
COC(=O)c1ccc(COC(=O)c2ccc3c(c2)OCO3)o1	-2	-0.6	-0.1	4
FC(F)(F)c1cccc(CNc2nc(Nc3ccc(-n4ccnc4)cc3)nc3c2ncn3-c2ccsc2)c1	1	1.7	-0.1	6

Single records, from the list above:
COc1ccc(/C(N)=N/OC(=O)COc2ccc(Br)cc2C)cc1OC reads MITF inh: 1; GPR151 ag: -0.2; FBW7 activator: -0.1; TEAD-YAP block: 9
O=c1cc(CN2CCN(Cc3ccc(F)cc3)C(CCO)C2)[nH]c2ccccc12 (centres undefined) reads MITF inh: 2; GPR151 ag: 0.4; FBW7 activator: 0.0; TEAD-YAP block: -1
FC(F)(F)c1cccc(CNc2nc(Nc3ccc(-n4ccnc4)cc3)nc3c2ncn3-c2ccsc2)c1 reads MITF inh: 1; GPR151 ag: 1.7; FBW7 activator: -0.1; TEAD-YAP block: 6

(more compounds)
molecule	MITF inh	GPR151 ag	FBW7 activator	TEAD-YAP block
O=[N+]([O-])c1ccccc1N/N=C\c1ccc(Br)s1	4	-1.2	-0.1	2
COC(=O)c1c(C(=O)OC)c2ccncn2c1Cl	0	0.2	-0.3	4
O=C(Oc1cccnc1)c1ccccc1[N+](=O)[O-]	4	-0.5	0.0	8
O=c1c([N+](=O)[O-])cccn1Cc1cccc(Br)c1	-5	0.5	0.1	2
Cc1onc(-c2ccccc2Cl)c1C(=O)NCCOC12CC3CC(CC(C3)C1)C2	3	2.4	0.0	0
Cc1cc(C)nc(/N=C(\N)Nc2ccccc2C(F)(F)F)n1	-2&25	2.6&-0.7	0.0&1.2	1&6
O=C(CN1C(=O)c2ccccc2C1=O)N1CCOCCOCCOCCOCCOCC1	4	0.4	0.1	-9
Cc1cc(Br)ccc1S(=O)(=O)n1ccnc1	1	1.2	0.0	-12
Cn1cccc1C1N=C(N)Nc2nc3ccccc3n21 (centres undefined)	9	-0.3	0.0	10
CCOc1ccc(NC(=O)c2cn(CC(C)C)c(=O)c3c2c2ccccc2n3C)cc1	-3	-1.0	-0.1	-3
Cc1cccc(NC(=O)C2CCCN2S(=O)(=O)c2cccc3cccnc23)c1 (centres undefined)	-3	1.5	0.3	-27
COc1cc(OC)cc(C(=O)Nc2nnc(-c3ccccc3Cl)o2)c1	9	-2.1	0.5	-1
Cc1csc(NC(=O)CSc2nnc(Cc3cccn3C)n2-c2ccccc2)n1	11	0.2	-0.1	6
NC(=O)C1CCN(C(=O)c2ncoc2-c2ccccc2C(F)(F)F)CC1	21	1.6	1.1	6
CCCCC(=O)N/N=C(\C)CC(=O)Nc1cccc(C)c1	9	-1.2	-0.1	-11
O=C(NCC1CCCO1)c1ccc(NC2=NC3CS(=O)(=O)CC3S2)cc1 (centres undefined)	3	-0.3	0.0	-1
CC(C)(C)C(=O)CN1C2=NCCN2c2ccccc21	7	-2.0	-0.1	0
Cn1c(NC(=O)c2ccc(C(C)(C)C)cc2)cc(=O)n(C)c1=O	14	-0.4	0.0	-2
C=CCNC(=O)[C@@H]1C=CCN1S(=O)(=O)c1cccc2ccccc12	9	-0.3	-0.1	3
N#CC(C#N)=Cc1ccc(N2C(=O)c3ccccc3C2=O)cc1	0	-1.4	0.1	1

Taken from above.
COc1cc(OC)cc(C(=O)Nc2nnc(-c3ccccc3Cl)o2)c1 in FBW7 activator shows 0.5
C=CCNC(=O)[C@@H]1C=CCN1S(=O)(=O)c1cccc2ccccc12 in GPR151 ag shows -0.3

(listing goes on)
molecule	MITF inh	GPR151 ag	FBW7 activator	TEAD-YAP block
CC(CO)N1CCC(C(Cc2ccccc2)N(C)C(=O)c2ccn(C)n2)CC1 (centres undefined)	4	2.1	-0.2	-6
COc1ccc(Br)cc1C(=O)NC(=S)Nc1nnn(C)n1	-5	0.6	-0.1	0
CCOC(=O)c1c(NC(=O)CSc2nnc(CNC(=O)Cc3ccccc3)n2-c2ccccc2OC)sc2c1CCCC2	-7	0.7	0.0	-14
O=C(Cc1cn(-c2ccc(Nc3nccc4ccccc34)nn2)c2ccccc12)NCCCN1CCCC1=O	5	0.1	-0.1	-4
CCOc1ccc(CCNC(=O)C2CC(=O)N(CC)C(=Nc3ccc(C(=O)OC)cc3)S2)cc1OCC (centres undefined)	6	-0.5	-0.1	-7
CO/N=C/c1ccc(Oc2ccc([N+](=O)[O-])cc2)c(OC)c1	19	0.0	0.0	3
Clc1ccc(CNCCCn2ccnc2)cc1	32	-0.6	0.1	10
CCCN(CCC)S(=O)(=O)c1ccc(C(=O)NCc2n[nH]c(=S)n2-c2ccccc2)cc1	-8	2.4	-0.7	-26
Cc1[nH]c(=S)c(C#N)c(-c2ccco2)c1C(=O)O	36	-1.8	-0.1	0
Cc1ccc(-n2nc3c(c2NC(=O)C(C)(C)C)CSC3)cc1	4	0.1	0.0	-2
OCC1CCCN1c1nc(NCCc2ccc(O)cc2)c2ncn(Cc3ccc(C(F)(F)F)cc3)c2n1 (centres undefined)	22	0.5	0.1	-11
O=C(CCc1nc2sc3c(c2c(=O)[nH]1)CCCC3)Nc1ccc(N2CCOCC2)cc1	11	-0.5	0.1	2
Cc1cc(C)cc(NC(=O)CCn2c(=S)[nH]c3ccccc3c2=O)c1	-3	-1.1	0.1	0
Fc1cccc(Oc2nnnn2-c2ccccc2)c1	-8	0.6	-0.1	-6
Cc1cc2cc(CNC(=O)COc3ccccc3)ccc2n1C	8	0.1	-0.1	-6
COc1ccc(CC(=O)Nc2cc(Cl)c(OC)cc2OC)cc1	-1	-0.1	-0.1	6
O=C(CCl)Nc1ccccc1N1CCCCCC1	-3	-0.9	0.0	14
N#Cc1ccc(C(c2nnnn2C2CCCC2)N2CCOCC2)cc1 (centres undefined)	4	-0.9	-0.1	-45
CC(NC(=O)/C(=C\c1ccco1)NC(=O)c1ccccc1Br)C(=O)O (centres undefined)	0	1.6	-0.2	-6
O=C(NNC(=O)c1cc([N+](=O)[O-])ccc1Cl)c1cccc(Br)c1	-6	-0.6	0.9	2

Two compounds from above, showing only GPR151 ag.
smiles	GPR151 ag
O=C(CCl)Nc1ccccc1N1CCCCCC1	-0.9
N#Cc1ccc(C(c2nnnn2C2CCCC2)N2CCOCC2)cc1 (centres undefined)	-0.9

(further entries)
molecule	MITF inh	GPR151 ag	FBW7 activator	TEAD-YAP block
COC(=O)c1ccc(OCC2c3cc(OC)c(OC)cc3CCN2C(=O)c2ccc(S(=O)(=O)N3CCCC3)cc2)cc1 (centres undefined)	-6	-0.7	-0.1	11
CCN(CC)C(=O)C1=C(C)NC(=O)NC1c1cccc([N+](=O)[O-])c1 (centres undefined)	-4	-0.5	0.0	0
Cc1ccc(CCCOC(=O)CN2CCOCC2)cc1	15	-1.6	0.0	-5
CCCCc1ccc(N2C(=O)C=CC2=O)cc1	15	-1.6	0.2	11
CCN1CCN(C(c2ccc(C)cc2)c2nnnn2Cc2ccc3c(c2)OCO3)CC1 (centres undefined)	12	-0.3	-0.1	8
CCOC(=O)c1c(NC(=O)OC)sc(C(=O)N(C)C)c1C	17	1.3	0.1	-6
CC(Oc1ccccc1)C(=O)NCCc1ccsc1 (centres undefined)	-12	-0.8	0.0	-10
CC1CCN(S(=O)(=O)c2ccc(S(=O)(=O)Nc3ccc4cn(C)nc4c3)cc2)CC1	13	-0.2	0.1	8
Cc1ccccc1OC(C)C(=O)NCc1ccc2c(c1)OCO2 (centres undefined)	14	-0.9	0.1	-1
Cc1[nH][nH]c(=O)c1C(c1ccccc1Cl)c1c(C)[nH][nH]c1=O	2	0.7	0.0	15
CC(C)(C)C1=NN(CC(=O)Nc2ccc3c(c2)OCO3)C(=O)c2cc3ccccc3n2C1	9	1.5	-0.1	-11
COc1ccccc1Nc1nc(Nc2ccc(O)cc2)nc(C)c1[N+](=O)[O-]	9	2.0	-0.1	8
c1cc(CCNc2nccn3c(-c4ccsc4)cnc23)ccn1	-9	-0.9	0.0	39*
CN1C(=O)N(CC(=O)NCc2cccs2)c2cccnc2N1C	-2	2.2	-0.1	0
COc1ccc(Cl)cc1S(=O)(=O)Nc1cc(-n2c(C)nc3ccccc3c2=O)ccc1Cl	10	0.5	0.1	3
COCCCNC(=O)CSc1nc2ccccc2c(=O)n1Cc1ccc2c(c1)OCO2	-3	-1.7	-0.1	17
Oc1c(C(c2cccs2)N2CCN(c3ccccc3)CC2)ccc2cccnc12 (centres undefined)	18	-0.1	-0.3	87*
CCn1c2ccccc2n2c(=O)n(CC(=O)NC34CC5CC(CC(C5)C3)C4)nc12	3	-1.0	-0.2	-9
CCOCCCNC(=O)CC1C(=O)NCCN1Cc1ccc(Cl)c(F)c1 (centres undefined)	6	2.1	0.2	4
CC(=O)N1CCN(S(=O)(=O)c2ccc(C)cc2)C1c1ccc(N(C)C)cc1 (centres undefined)	15	-0.4	0.2	-4
Cn1c(N2CCN(C(=O)Nc3ccc(C(F)(F)F)cc3)CC2)nc2ccccc21	4	1.5	0.0	10
COC(=O)CCC(=O)NCC1Cc2cc(C)cc(-c3cc(C(C)=O)ccc3F)c2O1 (centres undefined)	-7	-0.2	0.3	-8
C/C(=N\NC(N)=S)C1(C)CC2(CC(C)(C)OC2=O)C(=O)O1 (centres undefined)	4	-0.9	0.0	0
COc1cc(NS(=O)(=O)c2ccc(NC(=O)Cc3ccccc3)cc2)ncn1	-5	0.2	0.0	-10
CSc1cccc2sc(N3CCN(C(=O)c4c(F)cccc4Cl)CC3)nc12	-2	-0.4	-0.3	-8
COc1cc([N+](=O)[O-])ccc1NC(=O)c1cc2c(C)nn(-c3ccccc3)c2s1	-5	-0.6	-0.1	-5
c1ccc(Cn2nnnc2C(c2ccncc2)N2CCN(C3CCCCC3)CC2)cc1 (centres undefined)	-8	-0.6	-0.2	3
COc1ccc(OC)c(/C=C/C(=O)OCC(=O)N2CC3(C)CC2CC(C)(C)C3)c1 (centres undefined)	-9	-0.5	0.0	-5
O=C(N/N=C/c1ccc(O)c(O)c1O)c1nc(-c2ccccc2)n(-c2ccccc2)n1	8	0.5	-0.4	9
COc1ccc(-c2c(C)sc3[nH]c(=S)[nH]c(=O)c23)cc1OC	1	0.8	0.1	5

Exported field by field: entries from further up.
> NC(=O)C1CCN(C(=O)c2ncoc2-c2ccccc2C(F)(F)F)CC1
  MITF inh: 21 | GPR151 ag: 1.6 | FBW7 activator: 1.1 | TEAD-YAP block: 6
> CCCCC(=O)N/N=C(\C)CC(=O)Nc1cccc(C)c1
  MITF inh: 9 | GPR151 ag: -1.2 | FBW7 activator: -0.1 | TEAD-YAP block: -11
> O=C(NCC1CCCO1)c1ccc(NC2=NC3CS(=O)(=O)CC3S2)cc1 (centres undefined)
  MITF inh: 3 | GPR151 ag: -0.3 | FBW7 activator: 0.0 | TEAD-YAP block: -1

Next section
molecule	MITF inh	GPR151 ag	FBW7 activator	TEAD-YAP block
CCSc1nnc(C2CCN(Cc3nnnn3CCc3ccccc3)CC2)n1C	13	1.4	0.7	-6
COc1nc(Nc2cc(OC)c(OC)c(OC)c2)nc(-c2csc3ccccc23)n1	3	-0.6	0.0	3
O=C(O)C1CC(=O)n2c(nc3ccccc32)S1 (centres undefined)	-6	-0.3	-0.1	1
CCCCn1c(=S)[nH]c2ccc(N3CCOCC3)cc2c1=O	4	0.5	-0.1	4
O=C(Cn1nnc(-c2ccc(F)cc2)n1)N1CCCCC1	-11	-0.2	-0.2	-19
O=C(/C=C/c1ccccc1[N+](=O)[O-])c1ccc(F)cc1	9	0.8	0.0	-12
